# M. tuberculosis GlmU: inhibition of mycobacterial GlmU enzyme – biochemical, glucosamine-1-phosphate acetyltransferase (AID 1376). Bifunctional protein GlmU (Mycobacterium tuberculosis (strain ATCC 25618 / H37Rv)). M. tuberculosis GlmU acetyltransferase enzyme assay; higher % means a stronger effect. inhibition, %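 (tested at 30 µM in the primary screen)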; hits with a dose series show IC50 in µM. 0.25% of 220,000 active; in the data active means inhibition above about 13%;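 further: 0% = complete reaction with vehicle and 100% = reaction without substrate; strong numbers were not always called active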
# RmlCD inh 1536: M. tuberculosis RmlC/RmlD coupled enzyme inhibitors, primary screen, biochemical, compound mixtures, 384-well, from 1536-well plates; AID 1533, 2009; dTDP-4-dehydrorhamnose reductase (Mycobacterium tuberculosis (strain ATCC 25618 / H37Rv)) …; 0.03% of 160,000 active; inhibition, % at 3.6 µM; RmlC+RmlD coupled enzyme assay, percent inhibition; primary screen in compound mixtures; in the data active means inhibition mostly above about 34%, no sharp cut-off; further: some results filed as inactive read as strong as hits
# Target sequence (P9WH09 whole entry, looked up): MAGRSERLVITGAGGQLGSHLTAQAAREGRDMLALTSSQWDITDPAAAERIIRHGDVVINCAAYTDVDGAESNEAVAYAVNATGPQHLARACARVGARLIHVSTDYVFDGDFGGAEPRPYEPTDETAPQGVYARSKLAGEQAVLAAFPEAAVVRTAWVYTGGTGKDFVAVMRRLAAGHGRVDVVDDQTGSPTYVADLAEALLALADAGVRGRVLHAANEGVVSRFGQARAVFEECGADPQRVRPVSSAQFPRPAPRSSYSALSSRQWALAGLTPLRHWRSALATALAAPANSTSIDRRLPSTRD
# Target sequence (P9WH11 whole entry, looked up): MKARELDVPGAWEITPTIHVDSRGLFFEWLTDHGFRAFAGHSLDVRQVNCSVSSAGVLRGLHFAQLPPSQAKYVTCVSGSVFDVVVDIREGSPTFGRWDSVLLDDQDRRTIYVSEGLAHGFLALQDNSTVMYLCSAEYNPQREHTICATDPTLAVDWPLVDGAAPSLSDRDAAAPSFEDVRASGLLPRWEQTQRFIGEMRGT
# * marks the source's active call; other numbers are inactive results; x = no result given. This is a subset; rates above refer to the full screens.
SMILES,M. tuberculosis GlmU,RmlCD inh 1536
CCOc1cc(/C=N/N=C2/NC(=O)C(CC(=O)O)S2)ccc1OCc1ccc(Cl)cc1 (stereo unspecified),0.6%,-8
COc1ccc(-c2nc(CN(Cc3cnn(C)c3)C(C)C)c(C)o2)c(OC)c1,3.5%,-4
COc1ccccc1-n1c(CNC(=O)c2ccco2)nnc1SCC(=O)Nc1cc(C)ccc1C,x,9
C[C@@H](C(=O)Nc1ccc2ccccc2c1)[C@@H]1C[C@@]1(C)[C@@H](NC(=O)c1ccccc1)c1ccccc1,-1.9%,x
S=C(c1cn(CCOc2cccc3ccccc23)c2ccccc12)N1CCCC1,-6.1%,-7
O=C(c1ccccc1)N1CCC(c2nc3c(nnn3Cc3ccccc3Cl)c(=O)[nH]2)CC1,-4.7%,-2
O=C1c2ccccc2C(=O)N1CCCP(=O)(O)CCc1ccccc1,-3.3%,x
Cc1ccc(/C=C2\SC(=S)N(CC(=O)Nc3cccnc3)C2=O)cc1,-7.3%,-1
CCN(CC)CCCNCC(=O)Nc1cc(C)on1,-2.5%,-4
CCc1ccc(CN2CCN(C(=O)Cc3ccccc3)CC2)cc1,-3.9%,9
O=[N+]([O-])c1ccc2nc(-c3ccccc3)[nH]c2c1,7.1%,3
CCOc1ccc(N2C(=O)CC(n3ccc(C)n3)C2=O)cc1 (stereo unspecified),2.2%,1
O=C(CN1C(=O)NC2(CCCCC2)C1=O)NCc1ccc2c(c1)OCO2,1.3%,0
O=C(CSc1n[nH]c(=O)[nH]c1=O)NC1CC1,-7.2%,5
Cc1cc(C)nc(N2CCC(C(=O)N3CCN(c4cc(Cl)ccc4C)CC3)CC2)n1,-0.6%,x
O=C(Nc1nc2c(ccc3ccccc32)s1)c1cc([N+](=O)[O-])ccc1N1CCOCC1,4.6%,-7
COc1ccc(-c2nc(C#N)c(N3CCCCCC3)o2)cc1,-2.5%,-5
CCOC(=O)c1cc(NC(=O)c2ccccc2)c(=O)oc1-c1ccccc1,9.0%,5
O=C(CC1(O)C(=O)Nc2ccccc21)c1ccccc1O (stereo unspecified),-4.8%,x
CC(Sc1ccccc1)C(=O)Nc1cccc(N(C)S(C)(=O)=O)c1 (stereo unspecified),2.0%,8
Cc1nc(Sc2nnnn2C)c2c3c(sc2n1)CCC3,1.5%,7
O=C(Nc1ccccc1)C1=C[C@H](c2ccc(Br)cc2)C[C@H](OCc2ccc(CO)cc2)O1,2.1%,x
O=S(=O)(CC(CN1CCCCC1)N1CCCCC1)c1ccccc1 (stereo unspecified),3.6%,7
O=c1c(Cl)cc(Cl)nn1-c1ccccc1,7.8%,x
Cc1cc(C)n2nc(SCc3nnc(-c4ccccc4Br)o3)nc2n1,0.2%,-7
CCCN(Cc1cc2ccc(C)cc2[nH]c1=O)C(=O)c1cccnc1,-1.9%,x
O=C(Nc1ccc(Cl)cc1)c1cc2c(cc1O)[nH]c1ccccc12,-1.0%,x
CCOC(=O)N1c2ccccc2C=CC1OCC (stereo unspecified),2.4%,x
COc1ccc(OC)c2[nH]c(=O)c(CCNC(=O)C(=O)c3c[nH]c4ccccc34)cc12,2.8%,-17
Cc1ccc2c(c1)C1CN(C)CCC1N2C(=O)Nc1cccc(C(F)(F)F)c1 (stereo unspecified),-12%,6
CC(=O)OCc1c(F)c(F)c(-n2nc(C)cc2C)c(F)c1F,-0.2%,x
O=C(CSc1nnc(-c2ccc(Cl)cc2)n1-c1ccccc1)N/N=C/c1ccccc1C(=O)O,-1.2%,x
Cc1ccc(Cn2nnc3c(=O)n(Cc4cccc(C)c4)cnc32)cc1,-1.7%,28
O=C(Nc1ccnc(-c2cccnc2)n1)c1ccccc1Cl,1.8%,16
O=C(Nc1ccccc1)N1CCC(C(=O)N2CCN(S(=O)(=O)c3cccc(F)c3)CC2)CC1,-2.6%,x
CCc1ccc(C(=O)NNC(=O)CCN2CCN(Cc3ccccc3)CC2)cc1,-4.9%,3
O=C1CCCC2=C1C(c1ccncc1)Nc1ccccc1N2 (stereo unspecified),2.9%,x
Cc1nc(NC2=NCN(C3CCCCC3C)CN2)nc2ccccc12 (stereo unspecified),-11%,-2
CCOc1ccc(C(=O)N/N=C(/C)C2C(=O)c3ccccc3C2=O)cc1,8.3%,x
O=C(CSc1nnc(-c2ccccc2)n1Cc1ccco1)NCc1ccc2c(c1)OCO2,1.1%,x
COc1ccc(OC)c(C2NC(=S)NC3=C2N2CCC3CC2)c1 (stereo unspecified),-1.3%,6
O=c1[nH]cnc2scc(-c3cccs3)c12,2.3%,6
O=C(Cc1ccccc1)NCc1nc2ccccc2[nH]1,6.1%,x
CCc1onc(C)c1C(=O)Nc1ccc2c(c1)OCO2,2.2%,8
CN(C)S(=O)(=O)c1cccc(NC(=O)COC(=O)c2ccc([N+](=O)[O-])o2)c1,-2.9%,-8

# Next part, overlapping the part above by 6 compounds.
SMILES,M. tuberculosis GlmU,RmlCD inh 1536
O=C(CSc1nnc(-c2ccccc2)n1Cc1ccco1)NCc1ccc2c(c1)OCO2,1.1%,x
COc1ccc(OC)c(C2NC(=S)NC3=C2N2CCC3CC2)c1 (stereo unspecified),-1.3%,6
O=c1[nH]cnc2scc(-c3cccs3)c12,2.3%,6
O=C(Cc1ccccc1)NCc1nc2ccccc2[nH]1,6.1%,x
CCc1onc(C)c1C(=O)Nc1ccc2c(c1)OCO2,2.2%,8
CN(C)S(=O)(=O)c1cccc(NC(=O)COC(=O)c2ccc([N+](=O)[O-])o2)c1,-2.9%,-8
CCOc1ccc(CNc2ccc(CNc3ncn[nH]3)cc2)cc1,-5.8%,-16
Cc1cccc(NNC(=O)C(=O)NNc2cccc(C)c2)c1,-7.3%,x
O=C1C2C(C(=O)N1/N=C/c1cccc([N+](=O)[O-])c1)C1C=CC2C12CC2 (stereo unspecified),2.5%,x
Cc1ccc(C)c2c1[nH]c1ccc([N+](=O)[O-])cc12,-0.8%,7
COCCCNC(=O)CCc1c(C)nc2c(-c3ccc(F)cc3)c(C)nn2c1C,2.5%,-5
CCOC(=O)C1(CCc2ccccc2)CCN(Cc2cccc3cnccc23)CC1,-4.5%,-2
Cc1cc(=O)[nH]c(SCC(=O)Nc2ccc(C)c(S(=O)(=O)N3CCCCC3)c2)n1,2.2%,-12
COCC(C)NC(C(=O)Nc1cccc(C(C)=O)c1)c1ccccc1 (stereo unspecified),-9.5%,3
COc1cc(NC(=O)Cc2ccccc2)cc(OC)c1,2.5%,2
CC(C)n1nc(C(=O)OCC(=O)c2c[nH]c3ccccc23)c2ccccc2c1=O,0.9%,-6
O=C(COC(=O)c1cnccn1)NCCc1ccccc1,2.5%,x
CCS(=O)(=O)c1ccc2c(c1)N(S(C)(=O)=O)CC(C(=O)NN)O2 (stereo unspecified),0.1%,x
CC(C)Cn1c(CN2CCN(c3ccccc3F)CC2)nc2c1c(=O)[nH]c(=O)n2C,-3.3%,4
CC1CCN(C(c2cccs2)c2nnnn2Cc2ccccc2)CC1 (stereo unspecified),4.2%,22
CCc1cccc(C)c1NC(=S)NCCc1c(C)[nH]c2ccc(C)cc12,7.5%,x
COC(=O)C1=C(C)OC(N)=C(C#N)C1c1cc2cc(C)ccc2nc1Cl (stereo unspecified),7.0%,2
O=C(c1cccc(N2CCCC2=O)c1)N1CCN(c2ccccc2)CC1,-2.8%,x
Cc1cccc(NC(=O)CN2C(=O)NC(C)(c3ccc4c(c3)OCO4)C2=O)c1 (stereo unspecified),-0.9%,-1
COc1ccc(NC(=O)CSc2nc(O)cc(=O)[nH]2)c(OC)c1,-1.0%,x
COc1ccccc1-c1ccc(NC2CCCCC2)nn1,0.6%,-3
CCOC(=O)C1CCCN(c2c(NCCc3ccc(Cl)cc3)c(=O)c2=O)C1 (stereo unspecified),-3.0%,x
COC(=O)C1=C(O)/C(=C\c2cc(C)n(-c3ccccc3F)c2C)N=C1C,1.3%,1
CC(C)CCC(CCN1CCCC1)c1ccc2c(c1)OCO2 (stereo unspecified),0.0%,1
Nc1c(N(C(=O)Nc2ccc(Cl)c(Cl)c2)C2CCCC2)c(=O)[nH]c(=O)n1Cc1ccccc1,x,4
Cc1ccc(-n2nc(C)c3c2OC(N)=C(C#N)C3c2ccccc2F)cc1 (stereo unspecified),-0.7%,-4
O=C(NCCSc1ccc(Cl)cc1)c1ccc(CN2CCOCC2)cc1,8.4%,7
CSCCC1NC(=O)N(C(C)C(=O)Nc2cc(Cl)cc(Cl)c2)C1=O (stereo unspecified),3.0%,14
COc1ccc(S(=O)(=O)Nc2ccc(NC(C)=O)cc2)cc1Br,-1.2%,4
CC(Sc1nc2ccccc2s1)C(=O)N1CCOCC1 (stereo unspecified),3.9%,x
Cc1ccc(C(C(=O)NC2CCCC2)N(Cc2ccc3c(c2)OCO3)C(=O)c2snc(C(N)=O)c2N)cc1 (stereo unspecified),-1.7%,9
CC(C)c1ccccc1NC(=O)c1cccnc1,2.9%,x
Cc1cccc(OCCn2c(=O)sc3ccccc32)c1,2.5%,x
O=C(Nc1ccc(O)c2c(=O)cc(-c3ccccc3Cl)oc12)c1ccc(F)cc1,-0.5%,x
O=S(=O)(c1ccc(F)cc1)c1nc(-c2ccco2)oc1Nc1ccccc1,2.6%,1
CC(=O)N1CCN(Cc2nc3cc(NC(=O)c4cccc(Br)c4)ccc3n2C)CC1,2.6%,-9
CCOC(=O)c1sc(/N=C/c2c(O)n(-c3ccccc3)c(=O)[nH]c2=O)c(C#N)c1C,-1.0%,14
Cc1cc(C)c2c(=O)[nH]c(SCc3ccccc3C)nc2n1,3.0%,-13
Cn1c(=O)c2c(nc(OCC3COC(C)(C)O3)n2Cc2ccccc2F)n(C)c1=O (stereo unspecified),-0.8%,1
Oc1ccc(/C=C/c2ccnc3ccccc23)cc1,-3.7%,x
O=C(O)Cc1ccc(NC(=O)Nc2ccc(Br)cc2)cc1,8.4%,4
CO/N=C/NC(=O)c1c(OC)ccnc1Oc1ccccc1,2.2%,11
Cn1nnnc1SCc1ccc(CSc2nnnn2C)cc1,63%,-11
Cn1c(=O)[nH]c(=O)c2c1nc(SCCO)n2CC(O)COc1ccccc1 (stereo unspecified),0.7%,9
CC1CC(C)CN(C(=O)c2ccc3c(=O)n(Cc4ccc5c(c4)OCO5)c(=S)[nH]c3c2)C1 (stereo unspecified),3.3%,-1
N#CC1=C(C=Nc2ccccc2O)CCC1,2.0%,x
O=C(CSc1ncn[nH]1)Nc1ccc2c(c1)CCC2,-3.1%,-9
C[C@@H]1CC[C@@]2(O[C@H](CCO)C[C@H](O)[C@H]2O)O1,-1.1%,x
CN(CC(=O)NCCC1=CCCCC1)S(=O)(=O)c1ccc2c(c1)c(=O)n(C)c(=O)n2C,-3.4%,x
Clc1ccc(Cn2ncc3c(NCc4cccnc4)ncnc32)cc1,5.6%,8
CCC(=O)Nc1cccc(NC(=O)CSc2nnc(C3CC3)n2C)c1,1.2%,x
NC(=O)C1CCN(C(=O)c2ccc(C(F)(F)F)cc2)CC1,6.3%,-12
O=C(CCN1CCN(C/C=C/c2ccccc2)CC1)Nc1ccccc1,-1.2%,6
c1ccc(C(CN2CCOCC2)c2ccccc2)cc1,-1.9%,-13
Cc1cc(C)n2nc(SCC(=O)Nc3c(C)n(C)n(-c4ccccc4)c3=O)nc2n1,3.9%,17
CCOC(=O)Cc1csc(NC(=O)COc2ccc3c(C)cc(=O)oc3c2)n1,-2.1%,11
O=C(O)C1CCN(C(=O)c2scc3c2OCCO3)CC1,1.5%,x
CN(C)S(=O)(=O)c1cccc(C(=O)OCC(=O)Nc2sccc2C#N)c1,x,-5
Cc1ccc(C(=O)NCCc2ccc(F)cc2)s1,7.9%,-21
O=C1S/C(=C\C=C\c2ccco2)C(=O)N1c1ccccc1,6.9%,3
CC(Oc1ccc(C#N)cc1)C(=O)c1ccc(F)c(F)c1 (stereo unspecified),1.5%,5

# Single records, as listed above. Order of screens: M. tuberculosis GlmU | RmlCD inh 1536
# `CN(C)S(=O)(=O)c1cccc(C(=O)OCC(=O)Nc2sccc2C#N)c1` as listed: x | -5
# `NC(=O)C1CCN(C(=O)c2ccc(C(F)(F)F)cc2)CC1` as listed: 6.3% | -12
# `Cc1cc(C)n2nc(SCC(=O)Nc3c(C)n(C)n(-c4ccccc4)c3=O)nc2n1` as listed: 3.9% | 17
# `O=C(CSc1ncn[nH]1)Nc1ccc2c(c1)CCC2` as listed: -3.1% | -9

# Exported as tab-separated lines: 3 of the compounds above
mol	M. tuberculosis GlmU	RmlCD inh 1536
COc1ccc(-c2nc(C#N)c(N3CCCCCC3)o2)cc1	-2.5%	-5
CCOC(=O)c1cc(NC(=O)c2ccccc2)c(=O)oc1-c1ccccc1	9.0%	5
O=C(CC1(O)C(=O)Nc2ccccc21)c1ccccc1O (stereo unspecified)	-4.8%	x

# More structures.
SMILES,M. tuberculosis GlmU,RmlCD inh 1536
CCOc1ccccc1NC(=O)CSc1nnc(-c2ccccn2)n1Cc1ccco1,1.5%,x
Cc1ccccc1-n1c(C)nnc1SCC(=O)N1CC(=O)Nc2ccccc21,-0.1%,x
O=C(/C=C/c1ccc(Cl)cc1Cl)N1CCN(c2ccccc2[N+](=O)[O-])CC1,-9.6%,x
Cc1ccc(OCC(=O)N/N=C/c2cc([N+](=O)[O-])ccc2N2CCCCC2)cc1,-1.1%,x
CCOc1ccccc1Cn1c(=O)oc2ccc(C)cc21,1.9%,x
O=C(CCl)Nc1nccs1,-3.9%,13
COc1ccc(-c2nnc(SCC(=O)NC(C)c3ccccc3)o2)cc1 (stereo unspecified),2.6%,x
Cc1nnc(SCC(=O)NNC(=O)c2ccccc2)n1-c1ccccc1,-2.7%,14
O=C1CC(=O)CC(c2ccco2)C1,0.4%,-4
Cc1ccc(NC(=O)CSc2ncc(S(=O)(=O)c3ccccc3)c(=O)[nH]2)cc1C,3.2%,28
